Bioassay records deposited in PubChem by National Center for Advancing Translational Sciences (NCATS).
FBPA Giardia inh = inhibitors of Giardia lamblia fructose-1,6-bisphosphate aldolase | A8B2U2 | purified Giardia FBPA | Potency, µM (series often up to 59.6 µM), for the others: top-dose activity, negative = inhibition, most hits filed as inhibitors | 0.71% of 290,000 active; also: potency is read from the fitted curve at half-maximal effect; nearly all actives have a fitted effect of over 55% in size
Target sequence (A8B2U2 whole entry, looked up): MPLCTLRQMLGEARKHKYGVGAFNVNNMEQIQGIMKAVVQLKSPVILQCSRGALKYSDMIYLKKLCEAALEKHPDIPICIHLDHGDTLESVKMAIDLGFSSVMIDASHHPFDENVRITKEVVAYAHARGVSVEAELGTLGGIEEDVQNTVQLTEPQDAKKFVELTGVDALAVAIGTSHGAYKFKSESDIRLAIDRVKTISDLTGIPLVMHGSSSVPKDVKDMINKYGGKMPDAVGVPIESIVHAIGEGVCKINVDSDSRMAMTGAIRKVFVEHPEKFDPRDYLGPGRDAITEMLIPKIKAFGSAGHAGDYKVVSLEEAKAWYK
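Giardia FBPA (40 nM reagent) was preincubated 10 min at RT with compound (up to 57.5 uM final), then substrate plus GAPDH/TPI/NAD/arsenate coupling system with diaphorase/resazurin was added; resorufin fluorescence (525/598 nm) was read after 20 min.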
AmpC detergent = AmpC beta-lactamase inhibition with detergent present | P00811 | AmpC hydrolysis of nitrocefin, absorbance 480 nm, 0.01% Triton | Potency, µM (series often up to 114 µM), for inactives: at the top dose activity change, negative = inhibition, most hits filed as inhibitors | 0.041% of 370,000 active | AID 485294;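 also: potency is read from the fitted curve at half-maximal effect; 0% = no-compound wells and -100% = no-enzyme wells; nearly all actives have a fitted effect of over 25% in size; some results filed as inactive show a strong effect at the top dose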
Target sequence (P00811 whole entry, looked up): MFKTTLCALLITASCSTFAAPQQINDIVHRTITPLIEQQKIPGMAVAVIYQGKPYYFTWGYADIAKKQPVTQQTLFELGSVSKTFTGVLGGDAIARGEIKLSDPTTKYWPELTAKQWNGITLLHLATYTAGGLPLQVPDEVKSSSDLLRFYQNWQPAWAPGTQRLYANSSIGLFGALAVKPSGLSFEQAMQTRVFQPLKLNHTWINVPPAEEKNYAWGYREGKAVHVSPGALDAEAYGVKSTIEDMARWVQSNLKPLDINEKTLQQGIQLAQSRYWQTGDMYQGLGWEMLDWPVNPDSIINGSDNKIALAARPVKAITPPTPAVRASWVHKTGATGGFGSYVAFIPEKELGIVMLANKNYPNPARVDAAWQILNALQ
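AmpC (5.3 nM in the dispensed reagent) in 20 mM phosphate pH 7.0 with 0.01% (detergent screen) or 0.0001% Triton X-100 was preincubated with compounds for 15 min at room temperature. Nitrocefin was then added from an 800 uM solution, and hydrolysis was followed at 480 nm.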
HCMV inh = inhibitors of human cytomegalovirus. HFF cells, HCMV-luciferase reporter, 72 h; stronger effect = lower value. activity change, negative = inhibition, % at 57.5 µM. 4.5% of 410,000 active; in the data active = activity change below about -60%; inconclusive = no clear call, values can overlap the other calls; inactive = above about -39%
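HFF cells seeded 16 h at 37C, treated with compounds, infected with luciferase-reporter HCMV at MOI 1 PFU/cell; luciferase read at 72 h post infection, normalized to buffer-only and Salinomycin controls.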
HCV inh = HCV inhibition | Huh7.5.1 HCVcc-Cre infection, luciferase reporter, 44 h | Potency, µM (titrated, usually from 41.8 µM), inactives show at the top dose activity change, negative = inhibition, hits mostly inhibitors | 3.4% of 340,000 active; also: potency is read from the fitted curve at half-maximal effect
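HCVcc-Cre virus at an moi near 0.5 was added right after compound to cells cultured 4 h from seeding (1,000 cells/well). Luciferase activity was determined 44 h later, 15 min after substrate addition at RT.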
AMA1-RON2 inh = inhibitors of Plasmodium falciparum AMA1-RON2 interaction; AlphaScreen AMA1-biotinylated RON2 peptide binding; Potency, µM (highest dose often 58.2 µM), for inactives: at the top dose activity change, negative = inhibition, actives largely listed as inhibitors; 0.2% of 360,000 active; AID 720542;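 also: potency is read from the fitted curve at half-maximal effect; 0% = vehicle wells and -100% = peptide control; nearly all actives have a fitted effect of over 45% in size; some results filed as inactive show a strong effect at the top dose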
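AMA1 (3D7) with his tag at 25 nM final met compounds first, then biotinylated RON2 peptide at 25 nM; detection used donor plus acceptor beads, 10 µg/mL apiece, read by AlphaScreen after 30 min at room temperature.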
Sm TGR inh = S. mansoni TGR enzyme inhibition; Q962Y6; purified TGR, DTNB reduction, TNB absorbance 405 nm; Potency, µM (doses to about 114 µM), for the others: at the top dose activity change, negative = inhibition, usual class: inhibitors; 3% of 360,000 active; also: potency is read from the fitted curve at half-maximal effect; nearly all actives have a fitted effect of over 60% in size
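TGR 20 nM + NADPH 100 uM (dispensed conc.), cpd preinc 15 min RT; start with NADPH (500 uM addition) then DTNB (15 mM addition). Kinetic TNB absorbance, 405 nm filter. Four-parameter Hill fit across titration.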
Numbers without * were called inactive; ? = inconclusive; . = not tested or not shown; [ ] = another dose, or the depositor's remark. Unless noted, calls follow the shape of the dose curve; as a rule, active = well fitted curve in the direction sought with a large enough effect; inconclusive = small, poorly fitted or top-dose-only effect, or another doubt; inactive = no such curve, though single readings can be large; an effect the other way counts as inactive or inconclusive. Unless noted, % is scaled to controls: 0 for no effect and ±100 for the full control effect.

Sample of the layout:
SMILES | FBPA Giardia inh | AmpC detergent | HCMV inh | HCV inh | AMA1-RON2 inh | Sm TGR inh
C#Cc1ccc([C@@H]2C=C(C(=O)N3CCN(Cc4ccccc4)CC3)O[C@H](OCC)[C@H]2CCCO)cc1 | 2% | 9% | -16 | ? | -13% | ?
O=C(/C=C/c1ccccc1Cl)c1ccc[nH]1 | -2% | -5% | -62* | ? | -14% | -14%

This part in full, previewed entries included:
SMILES | FBPA Giardia inh | AmpC detergent | HCMV inh | HCV inh | AMA1-RON2 inh | Sm TGR inh
C#Cc1ccc([C@@H]2C=C(C(=O)N3CCN(Cc4ccccc4)CC3)O[C@H](OCC)[C@H]2CCCO)cc1 | 2% | 9% | -16 | ? | -13% | ?
O=C(/C=C/c1ccccc1Cl)c1ccc[nH]1 | -2% | -5% | -62* | ? | -14% | -14%
CCn1c(SCC(=O)c2ccc3c(c2)OCCO3)nnc1C(C)C | -11% | -11% | 38 | 12% | 0% | ?
COc1ccccc1NC(=O)c1cc2n(n1)C(C(F)(F)F)CC(c1ccc3c(c1)OCO3)N2 (stereo not given) | -29% | ? | -25 | ? | 0% | -3%
COc1ccc(/C=N/OCC(=O)NC(c2ccccc2)c2ccccc2)cc1OC | -4% | ? | -66* | 4µM* | -5% | -2%
O=C1N(Cc2cccc(Cl)c2)C[C@@H]2C[C@@H](c3cccn3-c3nccs3)N3CCC[C@@]123 | -1% | 7% | -20 | ? | -3% | -30%
O=C(O)c1cc2n(n1)CCN(Cc1ccccc1Cl)C2=O | 6% | 4% | -20 | -1% | 11% | 0%
CC(OC(=O)CCc1nc2ccccc2c(=O)[nH]1)C(=O)NC1CCCC1 (stereo not given) | 7% | -4% | -33 | -20% | -4% | -11%
O=C(O)c1ccc2c(c1)C(=O)N(CCCCCCCN1C(=O)c3ccc(C(=O)O)cc3C1=O)C2=O | -2% | ? | 32 | 7% | 0% | -2%
CCc1nc(-n2[nH]c(=O)c3ccccc3c2=O)c2c3c(sc2n1)CCCC3 | . | . | 74 | 10% | 7% | .
O=C(/C=C/c1ccc(S(=O)(=O)N2CCOCC2)cc1)N1CCN(c2ccc(F)cc2)CC1 | 0% | -3% | -63* | -16% | 0% | ?
Cc1nnn(C23CC4CC(CC(C(=O)NN)(C4)C2)C3)n1 | 6% | ? | -17 | 34%[activator] | 64%[activator] | 1%
Cc1ccc(NC(=O)CSc2nnc(NC(=O)CN3CCOCC3)s2)cc1 | 18% | -2% | 13 | 17% | 109%[activator] | 4%
N#CCN1CCN(c2ccc(C(F)(F)F)cc2)CC1 | -3% | -14% | 36 | 0% | 0% | 1%
O=C(CSCc1ccccc1Cl)N1CCN(c2ccc(Cl)cc2)CC1 | . | 6% | -4 | . | . | 2%
O=C(Nc1ccccc1F)c1ccc2ncsc2c1 | 8% | -8% | . | 13% | 0% | 0%
CCN(C[C@H]1N[C@@](Cc2ccccc2)(C(=O)OC)[C@H]2C(=O)N(C)C(=O)[C@@H]12)C(=O)COc1ccccc1 | . | . | 5 | 5%[8.37 µM] | 1% | .
CN(C)CCC(O)(c1ccccc1)c1ccccc1Cl (stereo not given) | . | . | 30 | 5% | 11% | .
CCn1c(C)c(C)c2cc(C(=O)NCc3ccc(OC)cc3OC)ccc21 | . | 3% | 0 | . | . | 7%
O=C(Nc1ccccc1Cl)OCc1cncs1 | 2% | 2% | 44 | -4% | 16% | 31%

Brought forward from above: 3 entries, followed by the next part.
SMILES | FBPA Giardia inh | AmpC detergent | HCMV inh | HCV inh | AMA1-RON2 inh | Sm TGR inh
CN(C)CCC(O)(c1ccccc1)c1ccccc1Cl (stereo not given) | . | . | 30 | 5% | 11% | .
CCn1c(C)c(C)c2cc(C(=O)NCc3ccc(OC)cc3OC)ccc21 | . | 3% | 0 | . | . | 7%
O=C(Nc1ccccc1Cl)OCc1cncs1 | 2% | 2% | 44 | -4% | 16% | 31%
CCN(c1ccccc1)S(=O)(=O)c1c[nH]c2ccc([N+](=O)[O-])cc12 | -1% | -5% | -35 | ? | -6% | -12%
COc1cccc(N2C(=O)C3CCCN3C2c2ccc(N(C)C)cc2)c1 (stereo not given) | -1% | ? | -2 | -5% | 7% | 0%
COCCNCC(=O)N1c2ccccc2Sc2ccccc21 | ? | 1% | 14 | -1% | ? | 0%
CCOC(=O)c1[nH]c2c(c1Cc1ccccc1)C(=O)CC(c1ccc(C(C)(C)C)cc1)C2 (stereo not given) | . | -1% | -38 | . | . | -1%
O=C1c2cccnc2C(O)N1C1CCCCC1 (stereo not given) | 6% | -10% | 13 | 7% | 23% | -5%
Cc1ccccc1NC1=C(C(=O)c2ccccc2)N(C)S(=O)(=O)c2ccccc21 | 12% | -1% | -13 | 2% | -1% | 4%
O=C(CP(=O)(c1ccccc1)c1ccccc1)Nc1cccc(CP(=O)(c2ccccc2)c2ccccc2)c1 | 6% | -9% | -4 | -15% | -5% | 4%
CCn1ccnc1CN(C)Cc1c(C(=O)N2CCCCCCC2)nc2ccc(Cl)cn12 | . | -1% | 37 | 36%[activator] | 36%[activator] | ?
Cc1cccc(NC(=O)CSc2nc3ccc(NC(=O)CCc4ccccc4)cc3s2)c1 | . | 4% | 1 | . | . | -2%
COc1cc(C(C#N)N2CCC(c3ccccc3)=N2)ccc1O (stereo not given) | -7% | 9% | -11 | 13% | 2% | ?
CC(C)(C)c1ccc(C(=O)NNc2ccc(F)cc2F)cc1 | 5% | 0% | 16 | -2% | -16% | -14%
Cn1c(-c2c(N)n(CCCc3ccccc3)c3nc4ccccc4nc23)nc2ccccc21 | . | -2% | 42 | ? | 98%[activator] | 8%
O=C(Nc1cccc2cccnc12)c1ccc(Cl)cc1Cl | -5% | -9% | 59 | ? | 6% | -1%
COc1nc(OCCNC(C)=O)nc(N(C)C)n1 | 3% | ? | 8 | 5% | 0% | 8%
N#Cc1cc(Oc2ccc(Cl)cc2)c(N2CCOCC2)cc1C#N | . | . | -20 | -12% | 3% | .
O=C(NNc1cc(N2CCOCC2)nc(N2CCOCC2)n1)C12CC3CC(CC(C3)C1)C2 | -5% | -12% | -10 | 7% | 15% | 9%
COc1ccc(NC(=O)CSc2nncn2C)cc1OC | 0% | -6% | 24 | 0% | 12% | -4%
O=C(CCC(=O)N(CC(=O)NC1CCCCC1)c1ccc2c(c1)OCCO2)Nc1ccccn1 | 2% | -5% | . | . | . | -2%[57.1 µM]
O=C(NC1CC1)C1=C[C@H](c2ccccc2)C[C@H](OCc2ccc(CO)cc2)O1 | 9% | 7% | -30 | -16% | -12% | -1%
Oc1cccc(Nc2ncnc3sc4c(c23)CCCC4)c1 | . | -3% | -10 | . | . | 4%
Cc1ccc(S(=O)(=O)N2CCOCC2)cc1C(=O)OC1CCCCC1=O (stereo not given) | -2% | -8% | -18 | -2% | 6% | -6%
O=C(Nc1ccc(OCC(F)(F)C(F)F)c(C(F)(F)F)c1)c1ccccc1 | . | . | -39 | 10µM* | -8% | .
COc1ccc(NS(=O)(=O)c2cccc(C(=O)N(C)Cc3ccc(SC)cc3)c2)cc1 | . | -2% | -11 | ? | 24% | -3%
CC(C(=O)Nc1cc(C(F)(F)F)ccc1N1CCOCC1)N1C(=O)C2CC=CCC2C1=O (stereo not given) | -6% | -17% | 17 | 2% | 3% | ?
CC(=O)/C=C(\C)N=Nc1c(O)[nH]c2ccccc12 | -10% | -14% | 175 | 8% | -20% | 6%
CCOC(=O)C1CCN(c2ccc([N+](=O)[O-])cc2)CC1 | -4% | 4% | -36 | -6% | -26% | .
COc1ccccc1/C=C/C(=O)OCC(=O)Nc1nnc(-c2ccccc2)o1 | . | -5% | -23 | 3% | 18% | -21%
N#CCSc1nnc(-c2cnccn2)n1Cc1ccccc1 | 0% | 1% | 38 | ? | -11% | -9%
CCOc1ccc(-c2nonc2NC(=O)COc2ccc(C)c(C)c2)cc1OCC | . | 11% | 11 | . | . | 2%
COc1ccc2oc(=N)c(C(=O)Nc3cccc(C)c3C)cc2c1 | 4% | -21% | 24 | 2% | -6% | 0%
CC(NC(=O)c1ccc(F)cc1)c1nc2ccccc2[nH]1 (stereo not given) | . | -2% | -3 | . | . | -2%
CCOc1cccc(C2c3[nH]c4ccccc4c3CCN2C(=O)c2ccccc2F)c1 (stereo not given) | . | 23% | ? | . | . | 67%[activator]
COc1ccc(N(CC(=O)NCc2ccco2)S(C)(=O)=O)c(OC)c1 | -2% | -1% | 22 | 9% | -20% | -18%
Cc1cccc(NC(=O)c2ccc(S(=O)(=O)NCc3cccnc3)cc2)c1C | . | 4% | -25 | ? | 13% | -2%
C=CCN1C(=O)C(CC(=O)O)SC1=Nc1ccc(C(=O)O)cc1 (stereo not given) | 6% | 3% | 23 | 19% | 11% | 10%
O=C(NCc1ccccc1)c1cccn1-c1nnc(N2CCCC2)s1 | . | 3% | 0 | . | . | 9%
Cc1cc(NCc2ccc(F)cc2)nc2cc(Cl)ccc12 | -10% | 8% | 58 | ? | 9% | 22%
Cc1cccc(C)c1NC(=O)CNC(=O)CNC(=O)Cc1cccc2ccccc12 | . | 1% | -3 | 5% | -4% | 6.3µM*
COC(=O)C1=C(C)N(CC2CCCO2)C(=O)C1 (stereo not given) | -26% | -11% | 21 | 11% | 13% | -26%
COc1ccc(C(CNC(=O)c2cc3c(s2)CCCC3)N2CCOCC2)cc1 (stereo not given) | . | 4% | 31 | -4% | 35%[activator] | ?
COc1ccccc1/C=N/NC(=O)c1ccc(N(C)S(=O)(=O)c2ccccc2)cc1 | -10% | 5% | -36 | -16% | 25% | -2%
CC(C)c1nnc(NC(=O)C2CCN(c3cnccn3)CC2)s1 | -3% | 0% | -6 | 27% | 2% | 0%
Cc1ccsc1S(=O)(=O)N1CCC(CO)(CC2CCCCO2)CC1 (stereo not given) | 13% | 4% | -25 | 4% | 7% | -1%
CNc1nnc(SCC(=O)N2c3ccccc3NC(=O)CC2C)s1 (stereo not given) | . | 7% | 1 | -9% | 0% | 1%
O=S(=O)(Nc1ccon1)c1ccc(Br)cc1 | . | 1% | 9 | 8% | -1% | -24%
COCc1cc(C)n(CC(=O)Nc2ccccc2C(=O)OC)c(=O)c1C#N | 6% | -8% | 64 | 4% | 21% | -2%
CCc1cc2ccc(OC)cc2nc1SCC(=O)NNC(C)=O | 3% | -10% | -19 | -12% | 62%[activator] | .
Cc1ccc(S(=O)(=O)N(C)C)cc1NC(=O)c1sccc1Cl | -16% | -1% | 0 | -11% | -6% | 10%
CN(c1ccccc1)S(=O)(=O)c1cccc(NC(=O)CCNC(=O)c2ccc(Cl)cc2)c1 | . | 1% | 77 | ? | -2% | -32%
CCOC(=O)c1cnc2c(c(C)nn2-c2ccc(C)cc2)c1Cl | -3% | 1% | 85 | 10% | 10% | -9%
Cc1ccc(C)c(Cn2c(=O)n(CCCC(=O)NCCc3ccc(Cl)cc3)c(=O)c3ccccc32)c1 | . | 5% | -36 | . | . | 13%
CCCn1c(C(C)Nc2nc(-c3ccc(C)cc3)cs2)nc2cc(Cl)c(N3CCCCC3)cc21 (stereo not given) | -19% | -13% | 3 | 25% | 54%[activator] | 9%
